# Screening data: PubChem BioAssay, Sanford-Burnham Center for Chemical Genomics
# SENP7 inh = inhibitors of human SENP7 protease | Q9BQF6 | recombinant SENP7, Z-RLRGG-aminoluciferin luminescence, 40 min | inhibition, % at 5 µM | actives 1.5% (n = 330,000) | AID 434973;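 active = inhibition above about 50% at the single test dose, limit read from the data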;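 note: plate controls were DMSO with enzyme for no effect and no enzyme buffer wells for full effect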
# NALP3 yeast inh = inhibitors of NALP3 inflammasome in yeast | Yeast reconstituted NLRP3/ASC/caspase-1, beta-gal luminescence, 24 h | inhibition, % at 10 µM | actives 0.39% (n = 330,000);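 active = inhibition of 50% or more; inactive = inhibition below 50%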;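 note: plate controls were induced DMSO wells for no effect and uninduced yeast grown without galactose for full effect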
# SENP8 block-1 = blocks human SENP8 cleavage of Nedd8 substrate | Q96LD8 | recombinant SENP8, Nedd8 substrate fluorescence | inhibition, % at 20 µM | actives 0.64% (n = 360,000) | AID 602440; in the data active = inhibition mostly above about 40%, no sharp cut-off; inactive = mostly below about 27%
# Target sequence (Q96LD8 whole entry, looked up): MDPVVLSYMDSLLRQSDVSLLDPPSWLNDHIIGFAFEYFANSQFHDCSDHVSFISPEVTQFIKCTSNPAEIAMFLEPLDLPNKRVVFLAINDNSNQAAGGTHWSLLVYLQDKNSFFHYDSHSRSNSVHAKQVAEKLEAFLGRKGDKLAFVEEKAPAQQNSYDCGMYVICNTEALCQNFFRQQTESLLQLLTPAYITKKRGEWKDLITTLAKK
# SENP8 block-2 = SENP8 protease inhibition; actives 1.2% (n = 330,000); purified SENP8, Z-RLRGG-aminoluciferin cleavage, luminescence; inhibition, % at 10 µM; AID 2540; Q96LD8; in the data active = inhibition above about 50%
# SENP6 block = inhibitors of human SENP6 protease; Q9GZR1; Recombinant SENP6 catalytic domain, aminoluciferin luminescence; inhibition, % at 10 µM; actives 1.8% (n = 330,000);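 active = inhibition above about 50% at the single tested dose, limit read from the data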;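 note: plate controls were DMSO wells with enzyme for no effect and DMSO wells lacking enzyme for full effect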
# Target sequence (Q9GZR1 628-1112 limits assumed): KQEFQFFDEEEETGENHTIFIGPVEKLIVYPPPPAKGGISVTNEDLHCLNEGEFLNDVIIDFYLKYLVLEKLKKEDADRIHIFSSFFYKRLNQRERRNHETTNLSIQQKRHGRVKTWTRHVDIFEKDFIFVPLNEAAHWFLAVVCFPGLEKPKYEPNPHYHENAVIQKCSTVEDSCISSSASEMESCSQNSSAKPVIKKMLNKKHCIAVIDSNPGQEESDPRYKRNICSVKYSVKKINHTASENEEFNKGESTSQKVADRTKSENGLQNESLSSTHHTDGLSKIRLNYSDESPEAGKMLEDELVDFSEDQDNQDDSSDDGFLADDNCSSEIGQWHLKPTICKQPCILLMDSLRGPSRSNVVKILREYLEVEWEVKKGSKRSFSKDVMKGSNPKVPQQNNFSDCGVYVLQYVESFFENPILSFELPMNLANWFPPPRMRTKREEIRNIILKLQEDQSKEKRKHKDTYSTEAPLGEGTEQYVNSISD
# PfGluPho inh = PfG6PD (Plasmodium falciparum) enzyme inhibition | PfGluPho enzyme, NADPH resazurin-diaphorase fluorescence | inhibition, % at 20 µM | actives 0.78% (n = 350,000);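 active = inhibition reaching at least a set limit at 20 µM in the primary screen, cut at about 59% in these data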;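 note: 0% = DMSO wells with substrate and 100% = DMSO wells lacking glucose-6-phosphate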
# HKDC1 inh = blocks human hexokinase HKDC1 activity | Q2TB90 | recombinant HKDC1, G6PDH/diaphorase resazurin coupled fluorescence | inhibition, % at 20 µM | actives 0.16% (n = 340,000);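 active = inhibition above about 35% when tested at 20 µM, limit read from the data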;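 note: plate controls were DMSO wells with enzyme for no effect and DMSO wells lacking enzyme for full effect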
#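 Test system: HK5 enzyme. Quantity: 5 µg/mL HK5 final. Reagent: glucose and ATP substrates. Schedule: 90 min reaction incubation at room temperature, dark. Technique: resazurin-to-resorufin fluorescence via G6PDH and diaphorase coupling, 525/613 nm. Control set: DMSO wells with and without enzyme mix.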
# SENP1 inh = inhibitors of human SENP1 SUMO protease catalytic domain | Q9P0U3 | actives 0.21% (n = 360,000) | recombinant SENP1 catalytic domain, CyPet-SUMO1-YPet FRET cleavage | inhibition, % at 10 µM;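 active = inhibition at least 30% at 10 µM, raw YFP signal under a set limit, fluorescence ratio 0.5 to 1.5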;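 note: 0% = enzyme with DMSO and 100% = no enzyme wells; some results filed as inactive read as strong as hits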
# Target sequence (Q9P0U3 419-644 limits assumed): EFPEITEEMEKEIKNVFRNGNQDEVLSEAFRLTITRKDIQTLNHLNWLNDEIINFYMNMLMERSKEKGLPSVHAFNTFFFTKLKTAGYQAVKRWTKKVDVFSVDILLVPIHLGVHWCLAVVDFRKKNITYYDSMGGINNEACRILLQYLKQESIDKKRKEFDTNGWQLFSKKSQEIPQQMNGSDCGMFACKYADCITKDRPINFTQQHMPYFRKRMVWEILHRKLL
#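 Test system: hSENP1 catalytic domain, recombinant; Amount: 20 pM final SENP1 enzyme; Medium: Tris pH 8 buffer plus EDTA, NaCl, BME, BSA, NP40, catalase; Schedule: 50 min enzyme reaction, room temperature, light-protected; Technique: FRET fluorescence in CFP and YFP emission channels; Controls: no-enzyme wells low, DMSO-plus-enzyme wells high control.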
# Apaf1 inhib = blocks human Apaf-1 apoptosome activity; actives 0.71% (n = 330,000); AID 489030; reconstituted apoptosome caspase-3 activity, DEVD-Rh110 fluorescence; inhibition, % at 20 µM; O14727; active = inhibition of at least 40% at 20 µM;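 note: plate controls were DMSO wells for no effect and DEVD-CHO caspase inhibitor wells for full effect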
#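 Material: reconstituted apoptosome with Apaf-1, cytochrome c, caspase-9, procaspase-3, dATP. Technique: Rh110 fluorescence intensity. Buffer or medium: pH 7.5 Hepes buffer with CHAPS, BSA, DTT. Times: 30 min plus 50 min, RT.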
# An asterisk follows results filed as active; . = not tested or not shown.
# Below each compound – SENP7 inh	NALP3 yeast inh	SENP8 block-1	SENP8 block-2	SENP6 block	PfGluPho inh	HKDC1 inh	SENP1 inh	Apaf1 inhib
1) COc1ccc(Cn2nnnc2C(c2ccncc2)N2CCOCC2)cc1 (stereo unspecified)
 : 0	12	12	0	0	6	-6	2	-29
2) COc1ccc(CC(=O)Nc2ccc(C(C)=O)cc2)cc1
 : -8	15	-15	-8	-8	-10	-5	-2	12
3) COc1cc(NS(C)(=O)=O)c(OC)cc1NC(=O)c1ccccc1
 : -1	4	24	0	5	-4	6	-10	10
4) CC(C)(C)c1ccc(C(=O)NCC(=O)N/N=C/c2cccs2)cc1
 : 4	9	8	0	-4	6	-4	-1	19
5) O=C(Nc1cccc2ncccc12)c1ccccc1F
 : 1	5	-2	0	9	6	3	0	-12
6) Nc1cc(S(=O)(=O)Nc2cc(Cl)ccc2Cl)ccc1N1CCOCC1
 : -2	-11	19	1	-10	61*	-15	1	-16
7) O=C(CCC(=O)N(CC(=O)NC1CCCC1)Cc1ccc2c(c1)OCO2)Nc1nccs1
 : 2	-9	.	-7	0	.	.	.	-8
8) O=C(CSc1nnc(-c2ccccc2)o1)Oc1ccc(Br)cc1
 : 4	27	4	9	-21	9	-9	1	-4
9) Oc1ccc(Br)cc1/C=N/Nc1ccccn1
 : -8	52*	-15	-9	15	0	-9	-64	7
10) NS(=O)(=O)c1ccc(CCNC(=O)CCCCCNc2nc(=S)[nH]c3ccccc23)cc1
 : -5	0	.	-1	-18	.	.	.	1
11) O=C(Nc1ncn[nH]1)C(F)(F)C(F)F
 : 7	7	29	7	9	-1	-7	0	-5
12) CCCN(CCC)S(=O)(=O)c1ccc(C(=O)N2CCOCC2)cc1
 : -6	16	5	-2	0	12	-11	3	-4
13) CCCCCCCCCCOC(=O)Cn1c(COc2ccc(Cl)cc2)[n+](C)c2ccccc21
 : 0	18	30	-16	-28	30	-7	1	85*
14) COc1ccccc1NC(=S)N(Cc1ccccc1)Cc1cccs1
 : -2	-1	4	1	-2	6	-4	0	12
15) COc1cccc(OCCNC(=O)c2cc([N+](=O)[O-])cc([N+](=O)[O-])c2)c1
 : 2	16	12	-6	5	-4	20	0	-2

# Random excerpt: 3 compounds from above
# Below each compound – SENP7 inh	NALP3 yeast inh	SENP8 block-1	SENP8 block-2	SENP6 block	PfGluPho inh	HKDC1 inh	SENP1 inh	Apaf1 inhib
10) NS(=O)(=O)c1ccc(CCNC(=O)CCCCCNc2nc(=S)[nH]c3ccccc23)cc1
 : -5	0	.	-1	-18	.	.	.	1
3) COc1cc(NS(C)(=O)=O)c(OC)cc1NC(=O)c1ccccc1
 : -1	4	24	0	5	-4	6	-10	10
12) CCCN(CCC)S(=O)(=O)c1ccc(C(=O)N2CCOCC2)cc1
 : -6	16	5	-2	0	12	-11	3	-4

# The results go on.
# Below each compound – SENP7 inh	NALP3 yeast inh	SENP8 block-1	SENP8 block-2	SENP6 block	PfGluPho inh	HKDC1 inh	SENP1 inh	Apaf1 inhib
16) CC(C)(Cc1cc(CC(C)(C)C(=O)O)cc(C(C)(C)C)c1)C(=O)O
 : 4	-14	8	-7	12	24	0	4	5
17) COc1ccccc1NC(=O)Cc1nnc(SCC(=O)c2ccc(F)cc2)n1C
 : -2	11	2	11	-27	14	-4	-1	3
18) O=C(NNS(=O)(=O)c1ccc(F)cc1)c1ccc([N+](=O)[O-])cc1Cl
 : -1	16	8	0	-5	-4	-3	1	-15
19) CCOc1ccc(-c2noc(CCCC(N)=O)n2)cc1OC
 : 4	6	12	-6	-1	-6	-12	0	-14
20) COc1ccc(NC2CCCN(C(=O)C3=NN(C)C(=O)CC3)C2)cc1OC (stereo unspecified)
 : 2	-1	8	2	-1	27	8	-3	-12
21) O=C(COc1cccnc1[N+](=O)[O-])NCCc1ccc(F)cc1
 : -6	2	19	-9	0	0	-3	1	-7
22) CCN(CC)S(=O)(=O)c1cccc(C(=O)OC2CCOC2=O)c1 (stereo unspecified)
 : -6	-14	6	-12	-6	-7	-8	1	3
23) CN(CC(=O)Nc1ccccc1C(=O)N1CCCC1)S(=O)(=O)c1ccc(Br)cc1
 : 17	-17	-2	-2	-9	-23	2	0	-13
24) CN1CCN(CCCNC(=O)c2ccc(/C=C3\Oc4ccccc4N(Cc4ccccc4F)C3=O)cc2)CC1
 : 11	12	-435	-14	1	-36	-3	-31	38
25) Cc1ccccc1NC(=O)COc1coc(CN2CCCc3ccccc32)cc1=O
 : 10	16	3	5	-6	8	-4	-6	11
26) CCOC(=O)c1oc2ccccc2c1COC(=O)CNC(=O)c1ccc(C)cc1
 : 5	19	-8	-3	-19	-10	0	1	14
27) C=CCCCCCCCC(=O)OC
 : -6	17	6	-1	0	-10	-3	2	-7
28) CCC(C(=O)NCc1ccc(F)cc1)N(CCc1ccccc1)C(=O)c1snc(C(N)=O)c1N (stereo unspecified)
 : -3	14	-283	5	12	2	-3	-14	18
29) COc1ccc(C2NC(=O)c3sc(=S)n(-c4ccccc4)c3N2)cc1 (stereo unspecified)
 : -4	20	9	-4	-12	23	6	4	10
30) CC(=O)N(C)c1cccc(-c2ccc3nnc(C)n3n2)c1
 : -5	8	-116	-12	-34	9	-6	2	0

# Additional compounds.
# Below each compound – SENP7 inh	NALP3 yeast inh	SENP8 block-1	SENP8 block-2	SENP6 block	PfGluPho inh	HKDC1 inh	SENP1 inh	Apaf1 inhib
31) C/C=C/C(=O)Nc1cccc(C2=NOC3(C2)C[C@@H](C(N)=O)N(C(=O)/C(C)=C/C)C3)c1 (stereo partly specified)
 : 1	2	14	3	7	0	-3	1	-2
32) Cc1ccc(NC(=O)CSCC(=O)O)cc1
 : -10	0	9	-13	-30	-12	9	1	6
33) Cc1occc1C(=O)NCc1cccc(CNC(=O)c2ccoc2C)c1
 : -15	-1	-7	-1	-10	2	6	-10	15
34) COc1cc(S(=O)(=O)N2CCOCC2)cc(C(=O)NCC(c2cccs2)N2CCOCC2)c1OC (stereo unspecified)
 : 3	2	-28	1	4	-2	-2	2	-7
35) CC[C@@]1(c2cccc(C)c2)C(=O)N(C(=O)OC)N1C(=O)OC
 : -7	2	11	-15	-20	5	-2	1	10
36) CC(C)(C)N=Cc1c(O)ccc2oc3c(c12)CCCC3
 : -4	9	14	-3	4	4	13	31*	17
37) Nn1c(Cc2cccc3ccccc23)nnc1SC1CCOC1=O (stereo unspecified)
 : -9	14	12	-5	7	3	-4	2	-3
38) COCCCNC(=O)C1CCCN(S(C)(=O)=O)C1 (stereo unspecified)
 : 3	7	8	2	-30	1	-6	0	-10
39) COc1cccc(-c2c(C#N)c(N)nc3c2c(C)nn3-c2ccccc2)c1O
 : -14	6	-249	-8	-40	15	3	27	25
40) Cc1ccc(-n2nc3c(=O)n(CCCC(=O)N4CCC(C)CC4)nc(C)c3c2C)cc1
 : 3	11	17	5	14	-8	-5	-1	20
41) O=C(Nc1ccccc1C(F)(F)F)c1cc(-c2ccc(O)cc2)on1
 : -2	32	4	-22	2	-14	-2	3	-12
42) Cn1c(-c2cccc([N+](=O)[O-])c2)cnc1NCc1cccc([N+](=O)[O-])c1
 : 7	27	17	6	-3	-7	0	-1	-9
43) CCOC(=O)c1ccc(NC(=O)CSc2nnc(CNC(=O)c3ccco3)o2)cc1
 : 10	2	12	3	-31	6	-6	-1	-2
44) CCn1c(/N=C/c2ccccc2O)nc2ccccc21
 : 2	4	4	-8	19	-5	5	-2	1
45) Cc1ccc(CNC(=O)c2ccc3c(=O)c(O)c(-c4ccc(C)cc4)[nH]c3c2)cc1
 : 4	13	-404	-9	-20	-37	-11	54	-11

# 2 entries from above, with tabs:
nr	Structure	SENP7 inh	NALP3 yeast inh	SENP8 block-1	SENP8 block-2	SENP6 block	PfGluPho inh	HKDC1 inh	SENP1 inh	Apaf1 inhib
16	CC(C)(Cc1cc(CC(C)(C)C(=O)O)cc(C(C)(C)C)c1)C(=O)O	4	-14	8	-7	12	24	0	4	5
17	COc1ccccc1NC(=O)Cc1nnc(SCC(=O)c2ccc(F)cc2)n1C	-2	11	2	11	-27	14	-4	-1	3

# Results in sequence from above.
# Nos. 2–11 in PfGluPho inh, in turn: -10, -4, 6, 6, 61*, ., 9, 0, ., -1

# Later entries
# Below each compound – SENP7 inh	NALP3 yeast inh	SENP8 block-1	SENP8 block-2	SENP6 block	PfGluPho inh	HKDC1 inh	SENP1 inh	Apaf1 inhib
46) NC(=O)C1CCCN(C(=O)c2ccc(Cl)cc2)C1 (stereo unspecified)
 : 0	4	11	-4	-5	9	-11	2	-15
47) Cc1nc(C)c(/C(O)=C\c2nc3ccc([N+](=O)[O-])cc3oc2=O)o1
 : -5	20	22	0	-5	0	-9	4	-8
48) CCOc1ccccc1NC(=O)CSc1nccn1-c1ccccc1
 : -1	13	10	-5	-9	29	-3	1	5
49) O=C(CCS(=O)(=O)c1cc(Br)cc2c1N(C(=O)C1CC1)CC2)NCc1ccco1
 : .	.	3	.	.	6	-1	-3	.
50) O=c1[nH]c(-c2ccccc2)nc2sc(-c3ccccc3)cc12
 : -3	-13	-442	-10	-10	10	-6	-150	-8
51) O=C(CSc1ccc(-c2ccccn2)nn1)N1CCc2ccccc21
 : -2	23	20	2	-18	8	-4	1	-6
52) Cc1ccc(C2(C(F)(F)F)N=C3Sc4cc(C)ccc4N3C(=O)N2)cc1 (stereo unspecified)
 : 2	15	.	-3	-4	.	.	.	0
53) Cc1cc(N2CCCC2=O)cc(C)c1S(=O)(=O)NCCOc1ccc(C(C)(C)C)cc1
 : 2	1	11	-4	-22	13	9	0	20
54) Cc1ccccc1NC(=O)C1CCCN1/C=C/C(=O)C(F)(F)F (stereo unspecified)
 : -3	16	1	2	-6	-7	-11	0	-11
55) O=C(Nc1ccc(Cl)cn1)c1ccc(Oc2ccccc2)cc1
 : 91*	34	3	90*	91*	42	-1	0	13
56) Cc1noc(/C=C/c2ccco2)c1S(=O)(=O)N1CCC(C(=O)NC(C)c2ccccc2)CC1 (stereo unspecified)
 : 9	17	-31	-12	0	8	-2	0	10
57) NC(=O)CSC1=Nc2ccccc2C2=NC(c3ccccc3)C(=O)N12 (stereo unspecified)
 : 0	13	-354	6	-14	0	-7	-5	1
